Bioassay records (PubChem)
SSB-PriA inh = inhibitors of Klebsiella pneumoniae PriA binding to SSB C-terminal tail. 430,000 tested, 0.6% active. inhibition, % at 33 µM. AlphaScreen SSBct-PriA binding, biotinylated peptide; in the data active = inhibition mostly above about 37%, no sharp cut-off; inactive = mostly below about 20%;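 note: plate controls were negative control peptide for no effect and reference peptide for full effect; strong numbers were not always called active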
* hit, by the source's call; & = joins results of further samples.

SMILES | SSB-PriA inh
Cc1csc(C(=O)N2CCC(CN3CCN(C)C[C@@H]3C)CC2)c1 | -14.0
Cc1nc(C)c(C(=O)N2CCCC(c3nn(C)c(=O)n3-c3ccccc3)C2)s1 (stereo not drawn) | -8.0
C[C@@H](Cc1ccco1)NC(=O)c1cc(-c2ccc(F)cc2)nn1C | 0.0
CCn1nc(C(=O)Nc2nnc(-c3cc4ccccc4o3)o2)cc1C | -3.0
C=CCOc1cccc(C=NNC(=O)CC(=O)NC2CCCCC2)c1 | 0.1
CCn1cc(NC(=O)Nc2cc(Cl)ccc2OC)c2ccccc21 | -11.0
CCCOc1c(Cl)cc(C=NO)cc1OCC | -15.8
Cc1ccc(C=NNC(=O)Cc2c(F)cccc2Cl)s1 | -17.0
Cc1nc(N)sc1N=Nc1cccc2ccccc12 | 59.0
O=C(NCc1ccccn1)c1nnc2n(c1=O)CCN2c1ccc(F)cc1 | -9.0
COCC(=O)N1CCCc2ccc(NS(=O)(=O)Cc3ccc(F)cc3)cc21 | -1.0&1.0
Cc1cc(C23CC4CC(CC(C4)C2)C3)ccc1NC(=O)c1ccc(S(=O)(=O)N(C)C)cc1 | -44.0
CCOC(=O)c1ccc(NC(=O)CSc2nccn2-c2cccc(OC)c2)cc1 | 25.0
CCOC(=O)Cc1csc(NC(=O)/C=C/c2ccc([N+](=O)[O-])cc2)n1 | 4.0
CCOc1ccc(-c2cc(=O)n(CC(=O)Nc3nc4ccccc4s3)cn2)cc1 | 1.0
CCOC(=O)CCC(=O)NCCc1ccsc1 | -25.0
O=C(c1ccsc1)N1CCN(c2cc3c(nn2)CCCC3)CC1 | -8.0
CCOC(=O)Cc1csc(NC(=O)Cn2cnc(-c3ccc(C)cc3)cc2=O)n1 | -11.0&-7.0
CSc1ccc(CNC(=O)COc2cc(C)nc(N3CCN(c4ccccc4)CC3)n2)cc1 | -6.0
CCC(=NNC(=O)c1nnn(-c2nonc2N)c1-c1cccc(OC)c1)c1ccc(C)cc1 | 5.3
N#Cc1ccccc1CSc1nnc2c3cc(-c4ccc(Cl)cc4)nn3ccn12 | -11.0
CCOc1ccc2ccccc2c1C(=O)N1CCN(C(=O)c2cnn3ccccc23)CC1 | 12.0
CC(/C=C/c1ccco1)=NNC(=O)c1cccnc1 | -3.7
Cc1ccccc1OCCOc1cccc(C=NNC(=O)Cc2nnc(N)s2)c1 | -3.4
Cc1cc(=O)[nH]c(-n2nc(C)c(CCC(=O)NCCC3=CCCCC3)c2C)n1 | 2.0
COc1ccc(-c2cc(CNC(=O)C3(c4ccc(Cl)cc4)CCCC3)no2)cc1OC | -8.0
O=C(c1ccc(F)cc1Cl)N(CCc1cccs1)Cc1ccoc1 | -6.0
O=S(=O)(NCCN1CCN(c2ccccc2F)CC1)c1cccc2ccccc12 | -2.0&24.0
CCOC(=O)c1ccc2nc(NC(=O)c3ccc4ccccc4n3)sc2c1 | -5.0
CCCCCOc1ccc(Br)cc1C(C)=NNC1=NCCN1 | -15.2

Brought forward from above: 3 compounds, followed by the next part.
SMILES | SSB-PriA inh
O=S(=O)(NCCN1CCN(c2ccccc2F)CC1)c1cccc2ccccc12 | -2.0&24.0
CCOC(=O)c1ccc2nc(NC(=O)c3ccc4ccccc4n3)sc2c1 | -5.0
CCCCCOc1ccc(Br)cc1C(C)=NNC1=NCCN1 | -15.2
Cc1ccc2c(c1)N(C(=O)Cn1nc3ccc(S(=O)(=O)C(C)(C)C)nn3c1=O)CCO2 | -12.0
Cc1ccccc1C1CC(=O)NC(SCc2cccc3ccccc23)=C1C#N (stereo not drawn) | 8.0
COc1ccc(C2NCCn3cccc32)cc1OC (stereo not drawn) | 15.0
O=S(=O)(Nc1cnc2ccnn2c1)N1CCOCC1 | -19.0
COc1cc([N+](=O)[O-])cc(C=NNC(=O)c2cc(C)nc3ccccc23)c1O | 17.2
CCOc1cn(C)c(C(=O)Nc2ccccc2SC)cc1=O | 0.0
Cc1cccc(C(C)C)c1NC(=O)/C(C#N)=C/c1ccc(Cl)cc1 | 11.0
O=C(c1ccccc1C(F)(F)F)N1CCC(c2ccc3c(c2)OCO3)C1 (stereo not drawn) | 6.0
CC1(C)OC(C)(C)C(=CNc2ccc(O)cc2)C1=O | 11.0
O=[N+]([O-])c1ccc(NN=Cc2c[nH]c3ccccc23)c(S(=O)(=O)Nc2ccc(Cl)cc2)c1 | -27.2
COc1ccc(S(=O)(=O)NCC2CCN(C)CC2)cc1F | -16.0
CC(C)=CCCC1=CCC(C=NNC(N)=O)C(C)C1 (stereo not drawn) | -5.8
CC(O)(CNS(=O)(=O)c1ccc2c(c1)OCCO2)c1ccc(-c2ccccc2)cc1 (stereo not drawn) | -19.0
COc1ccc2nc(-n3nc(C)cc3NC(=O)c3ccc([N+](=O)[O-])o3)sc2c1 | -1.0
COCCN(CCOC)S(=O)(=O)c1ccc(C(=O)N=c2sc3ccc(C)c(C)c3n2C)cc1 | -13.0
Cc1ccc2nc(N(Cc3cccnc3)C(=O)CN3C(=O)c4ccccc4C3=O)sc2c1 | -13.0
COc1ccc(/C=C\C(=O)NCC(=O)NN=Cc2cccc(OC)c2O)cc1 | -13.0
Cn1nc(CNS(=O)(=O)Cc2cc(F)ccc2F)cc1-c1ccccn1 | 8.0
Cc1ccc(S(=O)(=O)NN=Cc2c[nH]c3ccccc23)cc1 | 11.4
CN(C)C(CNC(=O)C(=O)Nc1cc(Cl)ccc1C#N)c1ccco1 (stereo not drawn) | 1.0
COc1ccccc1CNC(=O)Cc1csc(Nc2ccccc2)n1 | 6.0
O=C(NCCc1ccccc1)NCCn1ccnc1-c1ncccn1 | 96.0*
Cc1ccc(S(=O)(=O)N=C(Nc2ccc(F)cc2F)c2ccccc2)cc1 | -2.9
O=C(NN=Cc1cccc(Br)c1)C1CC(=O)N(c2ccccc2)C1 (stereo not drawn) | 2.6
CCn1c(C)cc(O)c(C(c2cccc([N+](=O)[O-])c2)c2c(O)cc(C)n(CC)c2=O)c1=O | 1.0
COc1cccc(N2CCN(C(=O)c3snc(C(=O)NC(C)C)c3N)CC2)c1 | -5.0
COc1ccc(-c2cc3c(SCC(=O)Nc4cc(F)ccc4C)nccn3n2)cc1 | -4.0
CC(C)NCC(O)COC(C)(C)C (stereo not drawn) | -9.0
Cn1ccnc1COc1ccc(C=NO)cc1 | -4.4
COc1ccc2cc(C(=O)N3CCC(Oc4cc(C)oc(=O)c4)CC3)[nH]c2c1 | 3.0
COc1ccc(CC(=O)NCC(c2ccsc2)N(C)C)cc1OC (stereo not drawn) | -7.0
Cc1nc(N2CCNCC2)cc(-n2cccn2)n1 | -6.0
COc1ccc(CCNC(=O)N2CCC(c3nnc(-c4ccco4)s3)CC2)cc1 | -17.0
CCOc1ccc2ccccc2c1C(=O)Nc1ccc2c(c1)CCCN2C(=O)C1CC1 | -4.0
CCOc1ccc(N2CCn3c(SCc4ccccn4)nnc32)cc1 | -6.0&13.0
O=C(CSCC(=O)Nc1nc(-c2ccc3c(c2)OCCO3)cs1)Nc1nccs1 | 23.0
CCSc1ncc(C=NNc2ccc([N+](=O)[O-])cc2)n1C | -14.1
COc1ccc(Br)cc1Cn1nnc(C(=O)Nc2ccc(C(C)C)cc2)c1N | -13.0
COc1ccccc1NC(=O)CN1CCC(c2nnc(C3CC3)o2)CC1 | -21.0
O=C(NC1CCc2ccccc2C1)c1ccc2c(c1)OCCO2 (stereo not drawn) | -8.0
CC1(C)Cc2cccc(OCc3ccc(C(=O)N4CCN(c5ccccc5F)CC4)cc3)c2O1 | -2.0&6.0
Cn1ccnc1Sc1ccc(C=NNC(=O)c2ccccc2[N+](=O)[O-])cc1[N+](=O)[O-] | -7.2
CC(C)(C)c1ccc(NC(=O)c2ccccc2C(=O)c2ccccc2)c([N+](=O)[O-])c1 | 46.8
COc1ccc(C=NNC(=O)Cn2c(Cc3ccc(OC)c(OC)c3)nc3ccccc32)cc1 | -8.5
CC(=NNc1ccc(S(=O)(=O)N2CCCCC2)cn1)c1ccc(O)cc1 | 11.1
O=C(NCC(c1ccc2c(c1)OCO2)N1CCN(c2ccccc2F)CC1)c1ccsc1 (stereo not drawn) | -4.0
O=C(Cc1ccccc1Cl)NCC(c1ccco1)N1CCOCC1 (stereo not drawn) | -4.0
Cc1ccc(NC(=O)Cn2nc(C)c3cnn(C(C)(C)C)c3c2=O)cc1Cl | 2.0
CS(=O)(=O)N1CCCCC1C(=O)Nc1nc(-c2cc3ccccc3oc2=O)cs1 (stereo not drawn) | -10.0
COc1ccc(Cl)cc1NC(=O)C(=O)NC[C@]1(O)CCOc2ccccc21 | -2.0
Next part:
SMILES | SSB-PriA inh
O=C(CSc1ncnc2c1nnn2Cc1ccc(Cl)cc1)NCc1ccccc1Cl | -16.0
O=S(=O)(F)CCSC1=NCCS1 | -16.0
Cc1nc(-c2ccccc2)sc1C(=O)NCCCn1nc(-c2ccc(F)cc2)ccc1=O | -12.0
CC12CCC(CC1=O)C2(C)CBr (stereo not drawn) | -17.0
O=C(CSc1nc2ccccc2o1)c1ccc(-c2ccc([N+](=O)[O-])cc2)o1 | 23.0
O=C(COc1ccc(Cl)cc1Cl)Nc1ccc2c(c1)N(C(=O)c1ccco1)CC2 | 0.0
Clc1cccc(Nc2ncnc3nc[nH]c23)c1 | -2.0
CC(=Nn1cnnc1)c1ccccc1 | 0.5
Cc1noc(C)c1S(=O)(=O)N1CCN(c2nc3c(C(F)(F)F)cccc3s2)CC1 | -22.0
Cc1nn(-c2ccccc2)c(Cl)c1C=NNC(=O)c1ccco1 | -6.4
Cn1nc(C(=O)N2CCCSCC2CN2CCOCC2)ccc1=O (stereo not drawn) | -2.0
Cc1ccccc1-n1nc(C)c(C=O)c1C | 2.0
COc1ccc(-c2c3c(nc4sc(C(=O)NCCc5ccccc5)c(N)c24)CC(C)(C)CC3=O)cc1 | 10.0
COc1cc(-c2nc(COC(=O)c3nnn(-c4ccc(Cl)cc4)c3C)c(C)o2)cc(OC)c1OC | -6.0
COc1ccc(C(=O)NCC(=O)NN=C(C)c2ccco2)cc1OC | -6.8
CCOC(=O)c1csc(Nc2nc3cc4c(cc3s2)OCO4)n1 | -2.0
Cc1cc(CCNC(=O)c2cnn(-c3ccccc3)n2)on1 | -17.0
CC(=NOCC(=O)NC12CC3CC(CC(C3)C1)C2)c1cc2ccccc2o1 | -19.2
O=C(NC[C@@](O)(c1cccs1)C1CC1)Nc1ccccc1C(F)(F)F | -8.0
COc1cccc(OC)c1C(=O)Nc1ccc2c(c1)OCC(C)(C)C(=O)N2C | 13.0
O=C(Nc1ccc(CC(=O)N2CCC(O)CC2)cc1)NC1CCCCCC1 | -2.0
COc1cccc(NS(=O)(=O)c2ccc(-c3ccc(C)cc3)cc2)c1 | -7.0
Cc1ccc(S(=O)(=O)Oc2ccc(C=NNC(=O)c3c(Cl)cnn3C)cc2)cc1 | -8.6
COc1ccc(-c2csc(CN3CCN(C(=O)Cc4ccc(F)cc4)CC3)n2)cc1 | 7.0
CN(C)c1cccc(C(=O)Nc2cnn([C@H]3CCOC3)c2)c1 | -11.0
Cc1ccc(CSc2nnc(SCC(=O)NN=Cc3c[nH]c4ccccc34)s2)cc1 | -9.4
CO[C@@H](CNC(=O)NCCOc1ccccc1)c1ccccc1C | -1.0
Cc1cccc(OCC(=O)NN=Cc2cccn2C)c1C | 6.6
O=C(c1ccc(-n2cccc2)cc1)N1CCc2cnc(N3CCOCC3)nc2C1 | 6.0
CCOC(=O)Cc1csc(NC(=O)c2ccc(=O)n(C)n2)n1 | -15.0
COc1ccc(-c2cc(=O)n(CC(=O)N3CCCC3)cn2)cc1 | -21.0
CC(=NNC(=O)COc1ccc(C)cc1C(C)C)c1ccc(-n2ccnc2)cc1 | -6.8
O=C(CCl)c1ccc(O)c2ncccc12 | 121.0*
Cc1ccc(Nc2ncnc3sc4c(c23)CCCC4)cc1Cl | -16.0
O=C(Nc1cnn(CC2COc3ccccc3O2)c1)c1cc(-c2ccc(F)cc2)c[nH]1 (stereo not drawn) | -26.0
O=C(NN=Cc1ccc(Cl)s1)c1cccs1 | -12.5
O=C(Nc1ccc(F)c(C(F)(F)F)c1)C1CCN(c2ccc(-c3ccco3)nn2)CC1 | -5.0
O=C(NCC[C@H](O)C1CCOCC1)c1ccccc1C(F)(F)F | -3.0
O=C(ON=Cc1ccc2c(c1)OCO2)c1ccc([N+](=O)[O-])cc1 | 5.0
CC(C)CCN1C(=O)C(C)(C)COc2ccc(NC(=O)c3ccc4c(c3)OCO4)cc21 | 30.0

Quoted at random: 2 records from the list
SMILES | SSB-PriA inh
CC(=NOCC(=O)NC12CC3CC(CC(C3)C1)C2)c1cc2ccccc2o1 | -19.2
Cc1ccc(CSc2nnc(SCC(=O)NN=Cc3c[nH]c4ccccc34)s2)cc1 | -9.4

More records.
SMILES | SSB-PriA inh
COC(=O)N1CCc2c(sc(NC(C)=O)c2C#N)C1 | -5.0&-5.0
Cc1nnc(NC(=O)CSc2nnc(-c3ccccc3F)o2)s1 | 2.0
CC1(C)OC2OC(C(=O)Nc3ccccc3C(F)(F)F)C3OC(C)(C)OC3C2O1 (stereo not drawn) | 4.0
CCOCCn1c(=NC(=O)COc2ccc(Cl)cc2)sc2cc(OCC)ccc21 | -4.0
COc1ccc(S(=O)(=O)Nc2ccncc2)cc1C | 14.0
Cc1nnc(NC(=O)C2OC3OC(C)(C)OC3C3OC(C)(C)OC23)s1 (stereo not drawn) | -6.0
COc1cccc(-c2cc(C(=O)NC[C@H]3CCCN3c3nccs3)n(C)n2)c1 | 22.0
O=C(O)Cn1sc(=O)c2ccccc21 | 20.0
CN(C)CCN(C(=O)c1cc2cc([N+](=O)[O-])ccc2s1)c1nc2cc3c(cc2s1)OCCO3 | -3.0

As entered above.
Result for `O=C(NC1CCc2ccccc2C1)c1ccc2c(c1)OCCO2` (stereo not drawn) under SSB-PriA inh: -8.0
Result for `Cc1ccc2nc(N(Cc3cccnc3)C(=O)CN3C(=O)c4ccccc4C3=O)sc2c1` under SSB-PriA inh: -13.0
Result for `CCSc1ncc(C=NNc2ccc([N+](=O)[O-])cc2)n1C` under SSB-PriA inh: -14.1
Result for `CCOC(=O)Cc1csc(NC(=O)c2ccc(=O)n(C)n2)n1` under SSB-PriA inh: -15.0
Result for `O=C(O)Cn1sc(=O)c2ccccc21` under SSB-PriA inh: 20.0
Result for `CN(C)C(CNC(=O)C(=O)Nc1cc(Cl)ccc1C#N)c1ccco1` (stereo not drawn) under SSB-PriA inh: 1.0

This is a subset. The share of hits here may be higher or lower than overall.
